Source: PubChem (Fisher Drug Discovery Resource Center)
mcGAS MS inh: blocks mouse cGAS cGAMP production | AID 1259397 | inhibition, % at 12.5 µM | actives 0.18% (n = 130,000) | recombinant mouse cGAS, cGAMP by RapidFire MS;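 active means inhibition of cGAS enzyme activity at or above 60%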;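 further: enzyme stimulated by 45 bp dsDNA with ATP and GTP substrates; cGAMP share of summed cGAMP plus half ATP and half GTP signals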
Target sequence (Q8C6L5 whole entry, looked up): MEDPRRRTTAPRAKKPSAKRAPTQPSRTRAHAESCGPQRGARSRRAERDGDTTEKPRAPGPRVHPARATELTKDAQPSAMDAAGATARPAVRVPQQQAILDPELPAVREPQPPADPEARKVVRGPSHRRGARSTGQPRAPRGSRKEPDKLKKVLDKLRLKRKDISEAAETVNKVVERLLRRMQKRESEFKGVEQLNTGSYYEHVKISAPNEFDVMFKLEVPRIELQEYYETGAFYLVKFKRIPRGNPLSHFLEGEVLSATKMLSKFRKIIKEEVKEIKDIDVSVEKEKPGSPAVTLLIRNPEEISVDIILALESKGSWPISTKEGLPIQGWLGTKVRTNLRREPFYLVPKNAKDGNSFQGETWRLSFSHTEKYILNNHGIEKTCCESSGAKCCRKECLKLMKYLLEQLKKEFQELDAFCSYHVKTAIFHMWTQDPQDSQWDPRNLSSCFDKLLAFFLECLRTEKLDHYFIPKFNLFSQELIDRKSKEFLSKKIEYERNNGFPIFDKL
The depositor's hits bear a star; & = joins results of further samples.

SMILES	mcGAS MS inh
Cc1nc(NC(=O)NC23CC4CC(C2)CC(C(C)C)(C4)C3)nn1C	4
COc1ccc(N(C)CC(=O)Nc2cc(C)no2)cc1OC	8
CN1C[C@H](NC(=O)Cn2cnc3ccccc3c2=O)C[C@H]1CO	-20
CCOC(=O)c1nn(-c2ccccc2Cl)c(=O)cc1OCC(=O)Nc1cccc(F)c1	-8
CC(C)(C)c1cc(C(=O)O)c(C(C)(C)C)s1	-19
CS(=O)(=O)Cc1nc2ccccc2n2c(=O)c(-c3ccccc3)nnc12	-8
COCc1ccccc1CNC(=O)N1CCN(c2ccccc2Cl)CC1	5
CC(C)(C)c1ccc(Nc2ccc(S(C)(=O)=O)cc2S(C)(=O)=O)cc1	-1
CCn1nnc2c(NCc3ccccc3)ncnc21	-17
CC(C)(CNC(=O)C1CCN(c2ccc3nnc(C(F)(F)F)n3n2)CC1)N1CCCCC1	2
CCOC(=O)CCC(=O)Nc1c(C(=O)Nc2ccc(C)c(C)c2)oc2ccccc12	0
CCc1cc(C(C)NS(=O)(=O)NCc2ccccc2)on1 (centres undefined)	-10
CC(C)c1cc(CNC(=O)c2ccc(=O)n(-c3ccccc3)n2)on1	-10
CCCC(=O)N1CCC1(C)C(=O)NS(=O)(=O)c1cc(C)ccc1F (centres undefined)	-14
O=C(NC(CO)C(O)c1ccc([N+](=O)[O-])cc1)C(Cl)Cl (centres undefined)	-6
Cc1cccn2c(CNC(=O)c3ccc(Cn4cccn4)o3)cnc12	-6
Cc1c(Cl)cccc1NC(=O)CC(NCCC1=CCCCC1)C(=O)O (centres undefined)	-7
COCCNC(=O)C(c1cccc(C)c1)N(C)C (centres undefined)	9
NC1=NC(c2ccccc2)=NC1(NC(=O)c1ccccc1)C(Cl)Cl (centres undefined)	1
CCCN(Cn1nc(-c2ccc(OC)cc2)n(CC)c1=S)C1CCS(=O)(=O)C1 (centres undefined)	1
Cc1cn2c3c(=O)n(CCN4CCCCC4)c(=O)n(C)c3nc2n1C1CCCC1	-9
Cc1ccc(C)c(N=Nc2c(C)[nH]c3ccccc23)c1	-7
COc1cccc(OCC(=O)N2CC[C@@]3(O)CCCC[C@H]3C2)c1	-11
COc1ccc(-c2c3c(=O)n(C)c(=O)n(C)c3c3c(COc4ccccc4)nc4ccccc4n23)cc1	-36
Cn1nnnc1SCCNC(=O)C1(C)CCCCO1 (centres undefined)	-21

Exported bar-delimited: three of the compounds above.
SMILES | mcGAS MS inh
Cc1cn2c3c(=O)n(CCN4CCCCC4)c(=O)n(C)c3nc2n1C1CCCC1 | -9
Cc1ccc(C)c(N=Nc2c(C)[nH]c3ccccc23)c1 | -7
COc1cccc(OCC(=O)N2CC[C@@]3(O)CCCC[C@H]3C2)c1 | -11

Following part:
SMILES	mcGAS MS inh
CCOc1ccc(-c2nnc(SCC(=O)c3ccccc3F)o2)cc1	-8
O=C(O)C1C2C=CC3(CN(c4ccccc4)C(=O)C13)O2 (centres undefined)	-8&45
CC1CCCCN1Cc1nc2c(c(=O)n(C)c(=O)n2C)n1Cc1c(Cl)cccc1Cl (centres undefined)	-2
O=[N+]([O-])c1cc(S(=O)(=O)C(F)(F)F)ccc1N1CCN(c2ccccn2)CC1	-14
CSc1ccc(CN(C)Cc2nc3ccc(Cl)cc3c(=O)[nH]2)cc1	-1
COCCCNS(=O)(=O)c1cc(Br)sc1C	2
CCC1CCC2(CC1)NC(=O)N(CCC#N)C2=O (centres undefined)	-6
CC(C)NCC(O)COc1ccc(CCOCC2CC2)cc1 (centres undefined)	-8&-5&-4
CCOc1ccc(Br)cc1S(=O)(=O)NC1CC(C)(C)NC(C)(C)C1	-5
COCn1c2c(c3ccccc31)/C(=N/O)CCC21SCCS1	-4
CC(C)c1nncn1CCNC(=O)C(c1cc(Cl)cc(Cl)c1)N(C)C (centres undefined)	-3
CN(CCCC(=O)n1cnc2ccccc21)S(=O)(=O)c1ccc2c(c1)C(=O)c1ccccc1C2=O	-14
Cc1ccc(CSc2ncc(CO)n2CC(=O)NCc2ccccc2)cc1	-12
COc1ccc(-c2n[nH]c(CC(C)C)n2)c(OC)n1	-25
O=C(c1cc(S(=O)(=O)N2CCOCC2)ccc1Cl)N1CCCC(CO)C1 (centres undefined)	2
CC(C)(C)C(=O)Nc1cccc(NC(=O)c2ccc(N3CCOCC3)nc2)c1	-10
O=C(NCC1CCN(Cc2ccccc2)CC1)C(=O)NCC(F)(F)F	-7
Cc1ccc(Nc2nc(-c3cnc(N4CCN(C)CC4)nc3C)cc(=O)[nH]2)cc1	-3
CN(CC(=O)Nc1ccc(Cl)cc1)C(=O)Cc1ccccc1F	-1
CC(C)n1ccc2c(nnc3c(-c4ccccc4)cnn32)c1=O	-2
C=CCNC(C(=O)Nc1cc(Cl)cc(Cl)c1)c1ccccc1 (centres undefined)	-67
CS(=O)(=O)CCNC(=O)CSCc1ccccc1Cl	-4
COc1ccc(Cn2c(-c3ccccc3)nc3oc4ccccc4c(=O)c3c2=O)cc1	-11
COC(=O)c1ccc(-c2nc(CN(C)C3CCOC3)c(C)o2)cc1 (centres undefined)	-4
Cc1cc(O)c(C(c2cccnc2)N2CCN(c3ccccc3)CC2)c(=O)n1Cc1ccco1 (centres undefined)	-8
(list continues)
SMILES	mcGAS MS inh
COc1ccc(CCCNC(=O)c2ccc(-c3cccc(F)c3)nc2)cc1	5
Cc1ccnc(NS(=O)(=O)c2ccc(N)cc2)n1	5
C=CCNS(=O)(=O)c1cc2c3c(c1)CCN3C(=O)CC2	-6
Cc1nc2n(n1)C(=O)C(C(c1cccc(F)c1)N1CC(C)OC(C)C1)S2 (centres undefined)	-8
O=C(CN1CCOC(c2ccc(Cl)c(Cl)c2)C1)NCc1ccco1 (centres undefined)	-7
Cc1sc2nc(-c3cccs3)nc(NCCCO)c2c1C	2
CCn1cc(C(=O)N2CC[C@@](C)(O)[C@@H](Cc3ccccc3)C2)cn1	-39
Cc1nn(S(=O)(=O)N(C)C)c(C)c1CN1C(=O)c2ccccc2C1=O	-13
O=C1CCC(C(=O)N2CCCC(N3CCN(c4cccc(C(F)(F)F)c4)CC3)C2)=NN1 (centres undefined)	-5
O=C(Cc1cccs1)Nc1ccc(S(=O)(=O)N2CCCC2)cc1	24
COc1cc(OC)cc(N2CCC(NC(=O)c3ccccc3)C2)c1 (centres undefined)	-13
CC(Nc1ccc2c(c1)OCO2)c1nc(N)nc(N(C)C)n1 (centres undefined)	-3
Cn1c(N)c(C2=NCCC2)c(=O)n1-c1ccccc1	-6
Cn1cc(/C=C/C(=O)N2CCCC(c3n[nH]c(=O)n3-c3ccccc3)C2)cn1 (centres undefined)	-32
O=c1c(Cl)c(N2CCN(C3CCS(=O)(=O)C3)CC2)cnn1-c1nc2ccccc2[nH]1 (centres undefined)	-3
COc1ccc(C2(O)CN(c3ccccc3)C3=[N+]2CCS3)cc1OC (centres undefined)	-6
CC(C)C(C)NC(=O)CSc1ncnc2sc3c(c12)CCC3 (centres undefined)	-6
CCC(C)Sc1nc2c(c(=O)[nH]c(=O)n2C)n1CCC(C)C (centres undefined)	-5
Cc1ccc(C)c(COc2cccn3c(CCN4C(=O)c5c(C)cc(C)cc5CC(C)(C)C4=O)cnc23)c1	13
CC(=O)NCCNc1nc2cc(-c3ccccc3)sc2c(=O)n1C	10
CN1CCN(C2=Nc3cc(F)ccc3Cc3ccccc32)CC1	-24
Cc1cc(SCC(=O)N2CCC(n3cncn3)CC2)c(C)cc1Br	6
O=C(Nc1ccccc1)N1CCCC(OCc2ccc(C(F)(F)F)cc2)C1 (centres undefined)	-5
Cc1cccnc1CC(C)N(C)c1cc(CCN)ncn1 (centres undefined)	-16
CN(C)CC1(O)CCN(C(=O)Cc2ccc3c(c2)OCO3)C1 (centres undefined)	-21
The listing continues.
SMILES	mcGAS MS inh
Cc1cccc(Cn2c(=O)c(C(=O)O)nn(-c3cccc(Cl)c3)c2=O)c1	-5
CCOC(=O)c1cnc(SC)nc1-c1ccc(F)c(CO)c1	-1
CCOC(=O)c1nn(-c2ccccc2)c(=O)cc1N1CCC2(CC1)OCCO2	-4
Cn1cc(-c2ccc3c(c2)N(CC2CCCCC2)C(=O)COC3)cn1	9
O=c1ccc(C(F)(F)F)cn1Cc1cc2c(cc1Br)OCO2	7
CN(C)C(=O)CC1Sc2ccc(C(F)(F)F)cc2NC1=O (centres undefined)	4
Nc1c2c(nc3ccccc13)CCCC2	-6&2&9&16
COc1coc(C(=O)Nc2ccc(F)c(Cl)c2)cc1=O	-6
Cc1cc(C(=O)CSc2nnc(C3CCCCC3)o2)c(C)n1C1CC1	-4
Cc1noc(C)c1CN(C)C(=O)NC1CCN(c2ccccc2)CC1	-12
CCOc1ccc(C(=O)OCC(N)=O)cc1OC	2
CC(=O)O/C(=C\Oc1ccccc1OC(C)=O)c1ccc([N+](=O)[O-])cc1	-8
COC(=O)c1ccc(CSc2nc3c(cnn3-c3ccc(C)c(C)c3)c(=O)[nH]2)o1	-5
Cc1nc2c(c(N3CCCC3)n1)CCN(C(=O)CC1CCC(=O)N1)C2 (centres undefined)	-3
N#Cc1cc2n[nH]nc2cc1C#N	33
COc1ccccc1OCC(=O)NCC1CCCN(C(=O)c2cccc(C)c2)C1 (centres undefined)	0
C=CCNc1ccccc1C(=O)NCCNC(C)=O	-18
Cc1ccc2c(c1)C(=O)N(CCC(=O)OC(C)C(=O)N(c1nccs1)C1CCCCC1)C2=O (centres undefined)	-1
CN(C)C(=O)CN1CCCN(CCCC(C)(C)C#N)CC1	-7
CN(C)S(=O)(=O)[C@@H]1CCN(C(=O)OCc2ccccc2)C1	-16
COc1ccc(NC(=O)c2nc(N3CCOCC3)ncc2Cl)cc1	-7
O=C(C1CCCN(S(=O)(=O)N2CCCCCC2)C1)N1CCC(N2CCCCC2)CC1 (centres undefined)	-4
Cc1ccc(F)c(NC(=O)CNCC2(O)CCCCC2)c1	-7
COC(=O)[C@@H]1C[C@@H](NC(=O)c2cnc(-c3cccnc3)nc2)CN1C	-2
O=C(CCN1CCC(O)(c2ccccn2)CC1)Nc1nc2ccccc2s1	-10
C=CCn1c(SC(C)C(=O)OC)nc2c1c(=O)[nH]c(=O)n2C (centres undefined)	-2
N#Cc1cccc(C(=O)N2CCOC(COc3ccc(F)cc3)C2)c1 (centres undefined)	-5
Cc1noc(COC(=O)[C@@H](NS(=O)(=O)c2ccccc2)C(C)C)n1	-11
Cc1ccc(S(=O)(=O)NCCN2CCOCC2)s1	-8
O=c1[nH]c(N2CCOCC2)nnc1Cc1ccccc1	-9

Structures listed so far that contain an aryl methoxy group:
SMILES	mcGAS MS inh
COc1ccc(N(C)CC(=O)Nc2cc(C)no2)cc1OC	8
CCCN(Cn1nc(-c2ccc(OC)cc2)n(CC)c1=S)C1CCS(=O)(=O)C1 (centres undefined)	1
COc1cccc(OCC(=O)N2CC[C@@]3(O)CCCC[C@H]3C2)c1	-11
COc1ccc(-c2c3c(=O)n(C)c(=O)n(C)c3c3c(COc4ccccc4)nc4ccccc4n23)cc1	-36
COc1ccc(-c2n[nH]c(CC(C)C)n2)c(OC)n1	-25
COc1ccc(Cn2c(-c3ccccc3)nc3oc4ccccc4c(=O)c3c2=O)cc1	-11
COc1ccc(CCCNC(=O)c2ccc(-c3cccc(F)c3)nc2)cc1	5
COc1cc(OC)cc(N2CCC(NC(=O)c3ccccc3)C2)c1 (centres undefined)	-13
COc1ccc(C2(O)CN(c3ccccc3)C3=[N+]2CCS3)cc1OC (centres undefined)	-6
COc1coc(C(=O)Nc2ccc(F)c(Cl)c2)cc1=O	-6
CCOc1ccc(C(=O)OCC(N)=O)cc1OC	2
COc1ccccc1OCC(=O)NCC1CCCN(C(=O)c2cccc(C)c2)C1 (centres undefined)	0
COc1ccc(NC(=O)c2nc(N3CCOCC3)ncc2Cl)cc1	-7

The list is partial; the hit share may differ from the screen's.
